Giardia FBPA inh = Giardia lamblia aldolase inhibition; purified Giardia FBPA; Potency, µM (titrated, usually from 59.6 µM), inactives show at the highest dose activity, negative = inhibition, most hits filed as inhibitors; actives 0.71% (n = 290,000); also: potency is read from the fitted curve at half-maximal effect; % is scaled to controls: 0 for no effect and ±100 for the full control effect; nearly all actives have a fitted effect of over 55% in size
Target sequence (A8B2U2 whole entry, looked up): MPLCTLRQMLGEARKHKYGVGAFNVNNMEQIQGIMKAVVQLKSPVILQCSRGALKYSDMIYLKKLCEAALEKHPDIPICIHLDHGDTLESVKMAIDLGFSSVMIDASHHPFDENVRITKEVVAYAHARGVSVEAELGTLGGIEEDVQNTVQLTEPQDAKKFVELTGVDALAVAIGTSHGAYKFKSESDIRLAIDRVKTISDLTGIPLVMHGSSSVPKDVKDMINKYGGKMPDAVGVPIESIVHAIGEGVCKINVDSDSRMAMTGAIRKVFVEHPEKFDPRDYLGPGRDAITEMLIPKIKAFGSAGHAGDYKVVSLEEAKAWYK
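Giardia FBPA (40 nM reagent) was preincubated 10 min at RT with compound (up to 57.5 uM final), then substrate plus GAPDH/TPI/NAD/arsenate coupling system with diaphorase/resazurin was added; resorufin fluorescence (525/598 nm) was read after 20 min.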
CHX counter = affects cycloheximide protein synthesis inhibition readout, counter-screen; cell reporter, cycloheximide protein synthesis inhibition counterscreen; max response, %; actives 12% (n = 300,000); AID 2314; in the data active = max response mostly above about 13%, no sharp cut-off; inactive = mostly below about 14%; also: read at 38.3 µM for the half of the compounds with a filed dose; 0% is about no effect
Sm TGR inh = S. mansoni TGR enzyme inhibition. Q962Y6. Potency, µM (doses to about 114 µM), for inactives: top-dose activity change, negative = inhibition, hits mostly inhibitors. actives 3% (n = 360,000). purified TGR, DTNB reduction, TNB absorbance 405 nm; also: potency is read from the fitted curve at half-maximal effect; % is scaled to controls: 0 for no effect and ±100 for the full control effect; nearly all actives have a fitted effect of over 60% in size
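First, TGR (20 nM dispensed) and NADPH were mixed with compound. Second, a 15 min room-temperature incubation followed. Third, further NADPH and then DTNB were added to start the reaction. Finally, TNB absorbance was monitored kinetically.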
Shiga toxin inh = inhibitors of Shiga toxin in Vero cells; Vero cells, Shiga toxin protein synthesis inhibition reporter; inhibition, % at 38.7 µM; actives 9.2% (n = 290,000); AID 2315; in the data active = inhibition mostly above about 28%, no sharp cut-off; inactive = mostly below about 43%; also: 0% is about no effect
Pf growth 48h = inhibits P. falciparum growth in the first generation, 48 h; P. falciparum luciferase growth in erythrocytes, 48 h; Potency, µM (series often up to 28.7 µM), for inactives: top-dose activity change, negative = inhibition, actives largely listed as inhibitors; actives 5.9% (n = 310,000); AID 504832; also: potency is read from the fitted curve at half-maximal effect; % is scaled to controls: 0 for no effect and ±100 for the full control effect
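First compound was added to culture medium, then infected red cells at 0.1% parasitemia and 2% hematocrit (final). After incubation at 37 C under 5% CO2, luciferase detection reagent was dispensed and light output recorded.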
Pf growth 96h = P. falciparum growth inhibition at 96 hour, primary screen for plastid delayed-death inhibitors; P. falciparum luciferase reporter growth, 96 h; Potency, µM (highest dose often 28.7 µM), inactives show top-dose activity change, negative = inhibition, usual class: inhibitors; actives 6.9% (n = 320,000); also: potency is read from the fitted curve at half-maximal effect; % is scaled to controls: 0 for no effect and ±100 for the full control effect
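96 h incubation, 37 C, 5% CO2, of luciferase-reporter P. falciparum-infected RBCs (2% hematocrit, 0.05% parasitemia final) with test compounds; endpoint luminescence.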
The depositor's hits bear a star; ? = inconclusive; nt = not tested or not shown; [ ] = another dose, or the depositor's remark. Unless noted, calls follow the shape of the dose curve; as a rule, active = well fitted curve in the direction sought with a large enough effect; inconclusive = small, poorly fitted or top-dose-only effect, or another doubt; inactive = no such curve, though single readings can be large; an effect the other way counts as inactive or inconclusive.

SMILES	Giardia FBPA inh	CHX counter	Sm TGR inh	Shiga toxin inh	Pf growth 48h	Pf growth 96h
Cc1cc(NS(=O)(=O)c2ccc(NC(=O)C(C(C)C)N3C(=O)c4ccccc4C3=O)cc2)nc(C)n1 (configuration not stated)	22%	-3	1%	-10	-5%	46%[activator]
O=C(C1CCN(S(=O)(=O)c2cccc3nsnc23)CC1)N1CC=C(c2ccccc2)CC1	-26%	-1	0%	-5	?	45%[activator]
O=C1c2cccc3cc([N+](=O)[O-])cc(c23)C(=O)N1/N=C/c1ccc(O)cc1O	-24%	15	?	17	12µM*	?
Cc1ccc(-n2c(N)cc(=O)nc2SCC(=O)N2CCN(c3ccccc3)CC2)cc1	0%	-4	-14%	-6	-21%	-14%
O=C(COc1ccccc1F)OCC(=O)N1CCc2ccccc21	nt	nt	7%	nt	?	-7%
Cc1ccc(S(=O)(=O)N(CC(=O)N2CCOCC2)CC(=O)N2CCOCC2)cc1	0%	2	0%	6	15%	-2%
O=C(NCC1(N2CCCCC2)CCCCC1)c1cccc(S(=O)(=O)Nc2ccc(F)cc2)c1	nt	nt	-19%	nt	8.3µM*	?
Cc1ccc(OCCC(=O)Nc2ccc(S(=O)(=O)N3CCCC3)cc2)cc1	nt	nt	5%	nt	?	?
COc1ccccc1-n1c(=O)oc2ccc(Cl)cc2c1=O	-4%	59*	6%	86*	?	-27%
CN(CC(=O)Nc1ccc(F)cc1)C(=O)COC(=O)/C=C/c1cccs1	nt	nt	2%	nt	-28%	5%
CCCCCCn1c(O)c(C=Nc2c(C)n(C)n(-c3ccccc3)c2=O)c(=O)[nH]c1=O	4%	-1	0%	-15	14%	?
C/C(=N\NC(=S)NCc1ccccc1)c1ccc(C#N)cc1	-5%	-2	3%	-5	?	-2%
COc1ccccc1NC(=O)CC1C(=O)NCCN1C(=O)Nc1ccc(Cl)c(Cl)c1 (configuration not stated)	-3%	1	-7%	-10	?	nt
O=C(CN1CCCCCC1)Nc1ccccc1F	-3%	8	4%	-3	5%	-16%
O=C(CCC(=O)OCC(=O)c1ccc(-c2ccccc2)cc1)Nc1cccc(Cl)c1	6%	12	10%	-11	56%[activator]	293%[activator]
CCOC(=O)N1CCN(c2nc3ccccc3n3cnnc23)CC1	0%	1	1%	35	3%	-1%
O=[N+]([O-])c1cccc(S(=O)(=O)N2CCCCC2)c1	3%	-2	8%	-6	0%	?
CSCCC(NC(=O)c1ccccc1Br)C(=O)NNC(=O)c1ccncc1 (configuration not stated)	nt	nt	1%	nt	8%	-1%
COc1c2occc2c(OC)c2c(=O)cc(C)oc12	-18%	-3	7%	15	18%	1%
COc1ccc(CCNCC(=O)N2C(C)CCCC2C)cc1OC (configuration not stated)	-27%	-2	4%	-14	?	16%
Cn1c(S(=O)(=O)Cc2ccc(Cl)cc2)nc2ccccc21	?	10	0%	23	?	2%
O=S(=O)(Nc1nc2c(s1)CCCC2)c1ccc(F)cc1	-6%	21*	-10%	55	25%	nt
COc1ccc(C(=O)Nc2ccc(NC(=O)C3CC3)cn2)cc1	?	13	-9%	34	23%	?
CCOC(=O)Cc1cc(=O)[nH]c(Nc2nc3ccccc3o2)n1	22%	18	7%	77*	?	?
COc1cc(C)ccc1OCCCOc1c(Cl)cccc1Cl	0%	18*	5%	60	45%	0.13µM*

Compound profiles, from the list above:
O=C(CCC(=O)OCC(=O)c1ccc(-c2ccccc2)cc1)Nc1cccc(Cl)c1 across the screens: Giardia FBPA inh: 6%; CHX counter: 12; Sm TGR inh: 10%; Shiga toxin inh: -11; Pf growth 48h: 56%[activator]; Pf growth 96h: 293%[activator]
Cc1ccc(S(=O)(=O)N(CC(=O)N2CCOCC2)CC(=O)N2CCOCC2)cc1 across the screens: Giardia FBPA inh: 0%; CHX counter: 2; Sm TGR inh: 0%; Shiga toxin inh: 6; Pf growth 48h: 15%; Pf growth 96h: -2%

(further entries)
SMILES	Giardia FBPA inh	CHX counter	Sm TGR inh	Shiga toxin inh	Pf growth 48h	Pf growth 96h
CCCCN(CC(=O)NC1CCCC1)C(=O)C(=O)Nc1ccc2c(c1)OCCO2	2%	1	8%	-13	10%	15%
CN1CCCC1=Nc1c2c(nc3ccccc13)N(C)CC2	1%	-3	-8%	-12	10%	-4%
O=C(COC(=O)Cc1cccc(C(F)(F)F)c1)Nc1ccc2[nH]c(=O)[nH]c2c1	nt	nt	-3%	nt	11%	20%
CCCOc1ccc(C(=O)N2CCN(c3ccc(NC(=O)CC)cc3Cl)CC2)cc1	-7%	4	0%	-9	6.6µM*	-4%
O=C(NCc1ccccc1)Nc1cccn(Cc2ccccc2)c1=O	-7%	13	2%	-4	-6%	8%
CC(NC(=O)Cc1ccc(NS(=O)(=O)c2cccc(C(F)(F)F)c2)cc1)c1ccccn1 (configuration not stated)	-12%	4	-22%	-14	?	?
CCOC(=O)C1=C(C)NC(c2cccs2)C(=O)N1 (configuration not stated)	4%	-2	-4%	9	?	-1%
Cc1ccc(CNC(=O)NC2CCCCC2)cc1	4%	16*	-1%	55*	nt	-19%
Cc1ccccc1CNCCCSc1ncccn1	-21%	-2	-9%	17	4%	-10%
CC(C#N)Sc1nnc(-c2ccccc2F)n1C1CC1 (configuration not stated)	-3%	-5	-6%	-8	-7%	12%
CCn1c(CN2CCN(c3ccc(OC)cc3)CC2)nc2cc(S(=O)(=O)N(C)C)ccc21	4%	1	-17%	-5	?	?
N=C1C(c2ccc(Br)cc2)=C(O)C2CCc3ccccc3N12 (configuration not stated)	-6%	4	-1%	33	?	-22%
O=C(CSc1nnc(NC(=O)c2ccco2)s1)NC1CCCC1	-12%	1	-7%	1	?	?
CN(C)C(=O)c1nc2ccc(Cl)cn2c1CNCc1ccccc1OC(F)(F)F	-1%	-2	10%	1	5%	-1%
O=C(NCc1ccc2c(c1)OCO2)C1CCN(S(=O)(=O)N2CCOCC2)CC1	0%	-3	-6%	-16	8%	3.7µM*
Cn1cnc2cc(NC(=O)c3ccc(Cl)cc3)ccc21	-6%	27*	-8%	55*	204%[activator]	?
CCOc1ccc(Nc2nc(NCC3CCCO3)c3ccccc3n2)cc1 (configuration not stated)	-10%	14	-15%	17	1.2µM*	-19%
CCOCCCNC(=O)c1ccc2c(c1)ncn2-c1cccc(C)c1	-1%	1	?	-3	-17%	77%[activator]
COCCN1Cc2cc3cc(C)ccc3nc2SC1=Nc1cccc(OC)c1	-10%	1	?	-1	15µM*	1%
COc1ccc(OCc2nn[nH]n2)cc1	25µM*	1	-13%	19	48%[activator]	?
CC(C)NC(=O)Cc1ccc(Br)cc1	15%	-2	0%	-4	6%	nt
O=C(c1ccccc1)N1CCC(c2nc3c(nnn3Cc3ccco3)c(=O)[nH]2)CC1	2%	-3	0%	-15	nt	?
CC(C)NC(=O)c1ccccc1NC(=O)C1COc2ccccc2O1 (configuration not stated)	0%	-5	-7%	14	10µM*	-17%
CC(/C=N/NC(=O)Cc1cccs1)=C\c1ccccc1	1%	60*	-2%	42*	77%[activator]	88%[activator]
CCCC(c1nnnn1C1CCCC1)N1CCN(c2ccccc2F)CC1 (configuration not stated)	-12%	-3	-22%	-3	?	?

Random excerpt: 3 entries already listed, in no set order.
SMILES	Giardia FBPA inh	CHX counter	Sm TGR inh	Shiga toxin inh	Pf growth 48h	Pf growth 96h
O=C(NCC1(N2CCCCC2)CCCCC1)c1cccc(S(=O)(=O)Nc2ccc(F)cc2)c1	nt	nt	-19%	nt	8.3µM*	?
CCCC(c1nnnn1C1CCCC1)N1CCN(c2ccccc2F)CC1 (configuration not stated)	-12%	-3	-22%	-3	?	?
Cc1ccc(-n2c(N)cc(=O)nc2SCC(=O)N2CCN(c3ccccc3)CC2)cc1	0%	-4	-14%	-6	-21%	-14%

Other entries:
SMILES	Giardia FBPA inh	CHX counter	Sm TGR inh	Shiga toxin inh	Pf growth 48h	Pf growth 96h
C/C=C/C(=O)N1CC2(CC(c3cccc(NC(=O)CC(c4ccccc4)c4ccccc4)c3)=NO2)C[C@H]1C(N)=O (some centres not stated)	-19%	4	-4%	-6	11%	?
CCCCN(C(=O)c1ccco1)c1c(N)n(CCC)c(=O)[nH]c1=O	nt	nt	-8%	nt	-7%	-16%
CCOC(=O)c1c(-c2ccc(C)o2)csc1NC(=O)CN1CCOCC1	-3%	9	22µM*	-3	nt	?
CCCNC(=O)C(Cc1cccc(OC)c1)NC(=O)c1ccc(C#N)cc1 (configuration not stated)	nt	nt	-3%	nt	41%[activator]	2%
O=C(NNC(=S)Nc1ccccc1)NNC(=S)Nc1ccccc1	4%	-3	nt	5	18%	23%
COc1ccc2nc(NC(=O)C3CCN(C(=O)c4ccco4)CC3)sc2c1	-10%	36*	-7%	144*	4%	?
CC1CCCCN1S(=O)(=O)c1ccc(C(=O)N(CCCN(C)C)c2nc3cc4c(cc3s2)OCO4)cc1 (configuration not stated)	nt	-1	-10%	-2	?	?
CNC(C(=O)c1ccccc1)C(OC)c1cccc([N+](=O)[O-])c1 (configuration not stated)	3%	1	9%	-4	7%	-14%
COc1ccc(S(=O)(=O)Nc2c(C(=O)O)[nH]c3ccccc23)c(OC)c1	-4%	-3	-1%	-12	15%	-21%
CCCc1c(O)nc(SCC(=O)O)[nH]c1=O	-3%	-1	9%	9	28%	?
CCC(=O)c1c(NC)cc(C)oc1=O	5%	4	-1%	14	-16%	22%
COc1ccc(N2C(=O)/C(=C/c3ccc([N+](=O)[O-])cc3)C=C2c2ccccc2)cc1	-3%	-1	-21%	-15	?	13µM*
CCOc1ccc(-n2c(=O)[nH]cc(C(=O)N3CCc4ccccc43)c2=O)cc1	8%	3	-28%	23	-12%	-13%
N#Cc1cnc(N)c(Br)c1	-2%	-5	-6%	-2	?	51%[activator]
N#CCCN/N=C(/Cc1nc2ccccc2[nH]1)c1ccc(Cl)cc1	-8%	30*	-31%	67*	?	nt
O=C(NCc1ccccc1)c1nncc(-c2ccccc2)n1	nt	nt	-1%	nt	-3%	?
Cc1cc(NC(=O)CN2C(=O)CC(c3ccco3)Sc3ccccc32)no1 (configuration not stated)	-26%	1	16µM*	3	?	12µM*
CCN(C(=O)c1ccco1)C1C2CC3CC(C2)CC1C3 (configuration not stated)	nt	-4	0%	-4	-14%	0%
Cc1onc(-c2ccccc2)c1C(=O)N1CCCN2C(=O)c3ccccc3C21 (configuration not stated)	5%	-1	-3%	-7	?	10µM*
CCNc1nc(=S)nc(NCc2ccccc2)[nH]1	-11%	-2	2%	-2	-16%	-11%
Cc1ccccc1CNS(=O)(=O)c1c(C(=O)N2CCCCC2)c(C)n(C)c1C	16%	2	-5%	-4	-8%	-16%
COc1ccc(C(=O)NCc2nnc(SCC(=O)N3CCC(C)CC3)o2)cc1	6%	1	11%	-7	-11%	4%
O=C(NC1CC(=O)N(c2ccc(Cl)cc2)C1)N1CCN(C(=O)c2ccco2)CC1 (configuration not stated)	nt	nt	4%	nt	3%	33%[activator]
CCOC(=O)c1ccc(NC(=O)C2=C(C)Nc3nc(CCCO)nn3C2c2ccc(OC)cc2)cc1 (configuration not stated)	3%	44*	-1%	66*	?	?
CCN1CCN(S(=O)(=O)c2ccc(Cl)c(C(=O)N(C)Cc3cccc(OC)c3)c2)CC1	nt	nt	-3%	nt	?	6%
O=S(=O)(NC(=S)NC1CCCCC1)c1ccc(Cl)cc1	13%	-1	13µM*	-3	40%[activator]	0.52µM*
CCOC(=O)C1(C/C(C)=N/NC(N)=O)CC(C)(C)OC1=O (configuration not stated)	-1%	4	0%	-9	11%	0%
CC1(CC(=O)N/N=C/c2cc([N+](=O)[O-])c(O)cc2O)OCCO1	?	1	-20%	-10	-18%	-6%
COc1cc(NC(=O)CSc2ncnc3scc(-c4ccccc4)c23)c(C(=O)O)cc1OC	?	1	1%[57.1 µM]	-4	0%	8%
CCOc1ccc(CC(=O)Nc2cc(=O)n(C)c(=O)n2C)cc1	6%	9	2%	-4	-17%	75%[activator]

Assay outcomes (PubChem)
